Screening results: PubChem, The Scripps Research Institute Molecular Screening Center
M4 ag: CHRM4 agonism in calcium assay | CHO-K1 hM4/Gqi5, Fluo-8 calcium fluorescence; vehicle 0%, full acetylcholine response 100% | activation, % at 3 µM | hit rate 0.14% among 360,000 | AID 624127;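 active = activation above the run mean over all test wells plus 3 SD, cut at about 32% in these data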;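 note: peak over basal fluorescence ratio per well then scaled between controls; 0% = DMSO wells and 100% = acetylcholine at EC100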
Target sequence (P08173 whole entry, looked up): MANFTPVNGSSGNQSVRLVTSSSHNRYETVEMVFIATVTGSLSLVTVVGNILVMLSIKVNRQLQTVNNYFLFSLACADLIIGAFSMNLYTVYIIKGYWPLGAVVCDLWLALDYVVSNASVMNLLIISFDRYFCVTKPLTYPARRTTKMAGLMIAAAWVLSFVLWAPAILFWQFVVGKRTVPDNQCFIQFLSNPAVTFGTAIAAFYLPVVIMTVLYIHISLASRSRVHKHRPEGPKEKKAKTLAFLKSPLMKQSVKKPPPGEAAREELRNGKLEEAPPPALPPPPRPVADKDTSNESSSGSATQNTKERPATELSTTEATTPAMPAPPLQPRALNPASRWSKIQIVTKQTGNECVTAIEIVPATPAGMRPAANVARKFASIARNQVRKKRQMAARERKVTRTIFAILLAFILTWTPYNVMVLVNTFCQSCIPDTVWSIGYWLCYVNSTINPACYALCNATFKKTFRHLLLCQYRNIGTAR
M1 ag: agonists of human M1 muscarinic receptor; CHO-K1 hM1, Fluo-8 calcium fluorescence, agonist mode; 0% DMSO, 100% acetylcholine EC100; activation, % at 3 µM; hit rate 0.33% among 360,000; AID 588814;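 active = activation above the run's mean compound activation plus 3 SD, cut at about 16% in these data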;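 note: peak over basal fluorescence ratio within a 140 s kinetic read after compound addition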
CHRM5 agonist: CHRM5 agonism in calcium assay. CHO-K1 hM5 cells, Fluo-8 calcium fluorescence; 0% DMSO wells, 100% maximal acetylcholine response. hit rate 0.19% among 360,000. activation, % at 3 µM. P08912. AID 624037;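 active = activation above the run's mean over test compounds plus 3 SD, cut at about 23% in these data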;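 note: signal is peak over basal fluorescence ratio across the kinetic read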
Target sequence (P08912 whole entry, looked up): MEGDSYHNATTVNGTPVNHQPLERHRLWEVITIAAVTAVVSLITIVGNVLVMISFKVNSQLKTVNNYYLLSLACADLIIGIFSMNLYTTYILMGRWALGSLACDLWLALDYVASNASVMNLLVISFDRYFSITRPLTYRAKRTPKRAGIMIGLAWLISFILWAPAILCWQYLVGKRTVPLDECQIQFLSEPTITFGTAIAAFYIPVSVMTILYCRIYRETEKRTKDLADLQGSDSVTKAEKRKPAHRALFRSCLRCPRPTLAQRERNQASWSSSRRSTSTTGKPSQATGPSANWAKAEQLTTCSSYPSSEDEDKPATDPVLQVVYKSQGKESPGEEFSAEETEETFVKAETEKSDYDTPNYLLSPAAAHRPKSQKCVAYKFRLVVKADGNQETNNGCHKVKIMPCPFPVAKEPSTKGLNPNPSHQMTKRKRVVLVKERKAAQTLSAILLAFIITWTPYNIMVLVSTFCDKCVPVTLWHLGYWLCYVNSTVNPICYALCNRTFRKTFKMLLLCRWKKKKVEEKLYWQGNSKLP
TAAR1 agonist: agonists of human TAAR1. Q96RJ0. AID 624467. CHO RD-HGA16 TAAR1, Fluo-8 calcium fluorescence; vehicle wells 0%, saturating PEA agonist 100%. hit rate 0.99% among 360,000. activation, % at 3 µM;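 active = activation above the mean activation of all test compounds in the run plus 3 SD, cut at about 38% in these data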
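Benchmarks: low control DMSO, high control PEA (EC100); System: CHO RD-HGA16 cells carrying human TAAR1 plus Gα16; Detection: Fluo-8 fluorescence, 5 s baseline then 140 s kinetic read; Schedule: 17-24 h plating, Fluo-8 75 min 37 °C, 30 min RT; Read-out basis: % activation from peak over basal fluorescence ratio, DMSO-to-PEA scaled.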
CHRM5 PAM: potentiates acetylcholine response at human M5 receptor; P08912; CHO-K1 hM5, Fluo-8 calcium, ACh EC20 PAM; 0% = ACh EC20, 100% = ACh EC100; hit rate 0.3% among 360,000; activation, % at 3 µM; AID 624038;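 active = activation above the run cutoff, the mean activation of all test compounds plus 3 SD, cut at about 18% in these data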
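Assay system: CHO-K1 hM5 cells / Incubation: Fluo-8 loading 80 min at 37 °C plus 30 min room temperature / Technique: Fluo-8 calcium dye fluorescence, kinetic read / Repeats: single replicate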
M5 antag: blocks acetylcholine activation of human M5 receptor. hit rate 0.59% among 360,000. CHO-hM5 cells, Fluo-8 calcium fluorescence, ACh EC80. P08912. inhibition, % at 3 µM;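 active = inhibition above a per-plate cutoff, the mean of that plate's test compounds plus 3 SD, cut at about 27% in these data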;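 note: 0% = acetylcholine EC80 with DMSO and 100% = DMSO without agonist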
M1 antag: antagonists of human M1 muscarinic receptor | CHO-K1 hM1, Fluo-8 calcium fluorescence, ACh EC80 antagonist | hit rate 1.3% among 360,000 | inhibition, % at 3 µM | P11229;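 active = percent inhibition above its own plate's cutoff, namely the mean of that plate's compound wells plus 3 SD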;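 note: peak over basal fluorescence ratio during 140 s after agonist addition; 0% = ACh EC80 plus DMSO and 100% = DMSO alone without agonist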
M1 PAM: positive allosteric modulators of human M1 muscarinic receptor; P11229; CHO-K1 hM1, Fluo-8 calcium fluorescence, ACh EC20; 0% = ACh EC20, 100% = maximal ACh; activation, % at 3 µM; hit rate 0.088% among 360,000; AID 588819; in the data active = activation above about 19%, passing the limit was not always enough
CHRM4 antagonist: blocks acetylcholine activation of human M4 receptor. CHO-hM4 cells, ACh EC80, Fluo-8 calcium fluorescence. inhibition, % at 3 µM. hit rate 0.73% among 360,000;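 active = inhibition above its plate's cutoff, the mean inhibition of sample wells plus 3 SD, cut at about 27% in these data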;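 note: 0% = acetylcholine EC80 with DMSO and 100% = DMSO without agonist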
* marks the source's active call; other numbers are inactive results; . = no result given. A portion of the library; rates above refer to the full screens.

nr	SMILES	M4 ag	M1 ag	CHRM5 agonist	TAAR1 agonist	CHRM5 PAM	M5 antag	M1 antag	M1 PAM	CHRM4 antagonist
1	COC(=O)c1cc(C(=O)OC)cc(N2C(=O)CC(NNC(=O)c3ccccc3Br)C2=O)c1 (stereo not drawn)	-1	5	4	0	1	-2	-11	17	-4
2	Cc1ccccc1NC(=O)Cc1nc(COC(=O)c2cc([N+](=O)[O-])ccc2NCCO)cs1	6	-6	0	5	-18	13	6	-6	7
3	COC(=O)c1cc(C)sc1NC(=O)CSc1ncccn1	2	-2	-1	0	2	1	-12	9	-2
4	CCn1c(SCC(=O)Nc2cc(C)on2)nnc1-c1ccncc1	1	-4	3	1	6	-6	-10	3	13
5	O=C(c1cccs1)N1CCCC(N2CCN(c3cccc(C(F)(F)F)c3)CC2)C1 (stereo not drawn)	5	-4	-2	2	0	7	6	-10	-1
6	CCCCN1C(=O)C(=O)N(CC(=O)c2ccc3c(c2)OCO3)C1=O	1	1	-2	0	9	-6	-13	12	1
7	CN1CCN(C(=O)C2=C[C@H](c3ccc(C(F)(F)F)cc3)C[C@H](OCCCCO)O2)CC1	2	-4	4	4	15	-5	-4	8	4
8	CC1C(=O)N(Cc2cn(CCC3OCCCO3)nn2)CCS(=O)(=O)N1Cc1ccc(-c2cccc(CO)c2)cc1 (stereo not drawn)	3	-7	0	1	-3	6	-2	0	-12
9	O=C(Nn1cnnc1)c1ccc([N+](=O)[O-])cc1	0	-4	-3	12	-11	0	-9	10	-3
10	O=C(Nc1cccc(S(=O)(=O)N2CCCCC2)c1)C1=NN(c2ccccc2)C(=O)CC1	4	-5	-1	6	0	6	10	-7	1
11	CC1=C(C(=O)OC(C)C)C(c2cccnc2)n2ncnc2N1 (stereo not drawn)	0	-2	2	0	-3	-2	3	-4	2
12	Cc1ccc(NC(=O)CN2CCN(c3ccccn3)CC2)c(Cl)c1	0	-2	-1	13	-4	4	1	1	11
13	COc1cc(C(=O)NCC(=O)N2CCN(S(=O)(=O)c3ccccc3)CC2)cc(OC)c1OC	2	3	-2	0	13	-6	1	15	-14
14	COC(=O)/C(C#N)=C/c1c[nH]c2ccccc12	4	-2	-4	3	-1	3	-9	8	-9
15	O=C(O)c1cc(N/N=C/c2ccc(OCc3ccccc3)cc2)ccc1Cl	0	-1	2	0	3	4	-7	11	1
16	CCc1nc2ccc(C(=O)N3CCN(S(=O)(=O)CC)CC3)cn2c1N(C)C(=O)c1cccc(OC)c1	1	-2	-2	5	4	11	-2	4	2
17	Cc1c(O)c(=O)n(-c2ccccc2)n1C	2	-1	0	1	-3	0	-25	-2	-15
18	CSc1ccc(S(=O)(=O)Nc2c(C)cccc2C)cc1	1	-8	-3	4	-6	5	-18	1	-4
19	CCOc1ccc(NC(=O)CN(C)C(=O)CCc2ccccc2Cl)cc1OCC	8	-2	0	0	-3	-15	5	1	-7
20	S=C(NC1CCCCC1)N1CCCCC1	0	0	4	1	0	-2	-10	18	0
21	CC(C(=O)N(C)CC(=O)Nc1ccccc1C(F)(F)F)N1C(=O)c2ccccc2C1=O (stereo not drawn)	1	-1	4	14	0	2	5	1	6
22	CN(c1ccccc1)S(=O)(=O)c1nnc(NC(=O)c2ccco2)s1	0	-4	-4	3	-5	6	-12	8	-2
23	CCc1ccc(OCC(=O)NNC(=O)c2cc3ccccc3o2)cc1	1	-8	-4	75*	5	8	0	6	0
24	CC(C(=O)Nc1ccccn1)c1ccccc1 (stereo not drawn)	1	3	0	1	0	0	-3	9	-1
25	O=C(NCc1ccco1)c1ccc2[nH]c(=O)c(=O)[nH]c2c1	-1	-2	-4	0	3	7	-12	4	-1
26	CCOC(=O)C1=C(CC)OC(N)=C(C#N)C1c1ccc(F)cc1F (stereo not drawn)	0	-6	0	1	1	-14	6	-4	-4
27	Cc1ccccc1-n1nnnc1SCCCC(=O)c1ccc(F)cc1	1	-4	-3	2	-11	5	-2	-3	-4
28	COc1ccc(C(O)c2nc(-c3ccc(Cl)cc3)cs2)cc1 (stereo not drawn)	7	1	5	10	-5	7	1	-1	-8
29	Cc1ccc(N=Cc2c(C)[nH]n(-c3nc4ccccc4[nH]3)c2=O)cc1	0	-3	0	2	-4	9	-4	8	-4
30	COc1ccc(-c2cc(-c3ccco3)[nH]c(=O)c2C#N)cc1OC	2	-1	-2	6	-4	10	-17	8	5

One compound at a time (already shown). Screens in order: M4 ag	M1 ag	CHRM5 agonist	TAAR1 agonist	CHRM5 PAM	M5 antag	M1 antag	M1 PAM	CHRM4 antagonist
Results for CC1C(=O)N(Cc2cn(CCC3OCCCO3)nn2)CCS(=O)(=O)N1Cc1ccc(-c2cccc(CO)c2)cc1 (stereo not drawn) : 3	-7	0	1	-3	6	-2	0	-12
Results for CCn1c(SCC(=O)Nc2cc(C)on2)nnc1-c1ccncc1 : 1	-4	3	1	6	-6	-10	3	13

Ordered by the number under M5 antag (falling): some entries from above
nr	SMILES	M4 ag	M1 ag	CHRM5 agonist	TAAR1 agonist	CHRM5 PAM	M5 antag	M1 antag	M1 PAM	CHRM4 antagonist
2	Cc1ccccc1NC(=O)Cc1nc(COC(=O)c2cc([N+](=O)[O-])ccc2NCCO)cs1	6	-6	0	5	-18	13	6	-6	7
21	CC(C(=O)N(C)CC(=O)Nc1ccccc1C(F)(F)F)N1C(=O)c2ccccc2C1=O (stereo not drawn)	1	-1	4	14	0	2	5	1	6
4	CCn1c(SCC(=O)Nc2cc(C)on2)nnc1-c1ccncc1	1	-4	3	1	6	-6	-10	3	13

An excerpt from above with just M4 ag and M5 antag.
nr | Structure | M4 ag | M5 antag
8 | CC1C(=O)N(Cc2cn(CCC3OCCCO3)nn2)CCS(=O)(=O)N1Cc1ccc(-c2cccc(CO)c2)cc1 (stereo not drawn) | 3 | 6
15 | O=C(O)c1cc(N/N=C/c2ccc(OCc3ccccc3)cc2)ccc1Cl | 0 | 4
28 | COc1ccc(C(O)c2nc(-c3ccc(Cl)cc3)cs2)cc1 (stereo not drawn) | 7 | 7
7 | CN1CCN(C(=O)C2=C[C@H](c3ccc(C(F)(F)F)cc3)C[C@H](OCCCCO)O2)CC1 | 2 | -5
16 | CCc1nc2ccc(C(=O)N3CCN(S(=O)(=O)CC)CC3)cn2c1N(C)C(=O)c1cccc(OC)c1 | 1 | 11

Additional entries follow.
nr	SMILES	M4 ag	M1 ag	CHRM5 agonist	TAAR1 agonist	CHRM5 PAM	M5 antag	M1 antag	M1 PAM	CHRM4 antagonist
31	COc1ccc(NC(=O)c2ccc(Cc3ccc(C)cc3)o2)cc1	0	-1	-1	0	-3	9	11	0	1
32	Cn1c(SCC(=O)Nc2cccnc2Cl)nc2ccccc21	3	1	2	3	3	-1	-11	6	-10
33	CC(C)(C)NC(=O)C1CCCN(S(=O)(=O)c2cccc3cccnc23)C1 (stereo not drawn)	6	-1	3	2	-6	-1	-9	-2	-21
34	Cn1c2ccccc2c(=O)c2ccc(-c3ccc4c(c3)OCO4)cc21	3	-6	-6	5	-2	7	-7	5	-11
35	CC1CCN(CCNC(=O)CN(C)S(=O)(=O)c2cccc3nsnc23)CC1	0	-1	-7	0	5	-4	-17	13	-6
36	CC(c1nc2ccccc2c(=O)[nH]1)N(C)c1ccc2ccccc2c1 (stereo not drawn)	3	-6	-1	-1	0	-4	5	-2	-8
37	Cc1ccc(-c2nn(-c3cccc(F)c3)cc2CNCc2cccnc2)o1	1	-5	-6	9	-5	3	-5	5	-26
38	N#CCCN(C1CCCCC1)S(=O)(=O)c1cccc2nsnc12	2	-11	-1	-1	-4	1	-9	10	-1
39	COc1ccccc1OCCNC(=O)CCNC(=O)c1ccccc1OC	1	0	0	0	2	11	2	2	2
40	Cc1c(Nc2nc3ccccc3nc2NS(=O)(=O)c2cccs2)c(=O)n(-c2ccccc2)n1C	0	-4	-2	3	-2	4	-6	10	3
41	CCc1ccc(Nc2cc(=O)n(C3CCCCC3)c(=O)[nH]2)cc1	30	20*	23	79*	-11	-1	12	-3	-1
42	C#CCOCCOCCOCCNc1nc(N2CCN(C(=O)C([C@@H](C)CC)n3cc(C(N)Cc4ccc(O)cc4)nn3)CC2)nc(N2CCN(C(=O)[C@H](CCC(=O)O)n3cc(C(N)CO)nn3)CC2)n1 (stereo partly drawn)	1	-5	0	.	5	12	-1	2	2
43	NS(=O)(=O)c1ccc(CNC(=S)NC2CCCCC2)cc1	0	-2	0	1	-4	13	17	2	6
44	O=C(c1c(F)cccc1F)N1CCCc2ccccc21	-1	-3	-6	3	-8	16	-6	2	0
45	CN(C)c1ccc(/C=[N+](\[O-])C2N(c3ccccc3)C(=S)SC2(C)C)cc1 (stereo not drawn)	1	-7	-6	2	-1	4	-10	7	-20
46	O=[N+]([O-])c1cc(C(F)(F)F)ccc1NC1CCN(Cc2ccccc2)CC1	1	-9	-12	-2	-8	4	10	-14	-12
47	CC1CCCCN1CCCNC(=O)C1CCN(c2nnc(-n3cccc3)s2)CC1 (stereo not drawn)	1	-6	-10	0	1	10	28	-15	-7
48	O=C(O)Cc1sc(NCCc2ccccc2)nc1-c1ccc(F)cc1	1	-5	-3	27	0	6	7	2	1
49	CCOc1cc(C=C(C#N)C#N)ccc1Oc1ccc([N+](=O)[O-])cn1	1	-6	-4	4	7	-2	-12	10	-2
50	COC(=O)c1cc(C(=O)N(Cc2ccccc2)c2ccccn2)cc([N+](=O)[O-])c1	0	-7	-3	1	-3	6	-1	0	1
51	Cc1cc(NC(=O)CSc2nnc3c4c(C)c(C)sc4ncn23)no1	1	-3	1	0	-9	-2	-12	0	-4
52	CC(=O)Nc1cccc(NC(=O)c2cccc(S(=O)(=O)N3CCN(Cc4ccccc4)CC3)c2)c1	9	-6	2	4	-11	5	21	-8	12
53	CCc1nc2c(OCCc3cccc(OC)c3)cccn2c1N(C=O)Cc1ccc(OC)cc1	6	-3	-1	-1	-3	-9	-8	0	-8
54	Cc1cccc(CCNC(=O)C2CCN(S(=O)(=O)c3ccccc3)CC2)c1	7	-3	-3	2	1	-2	-2	3	-10
55	COc1ccccc1/C=C/CN1CCC(CO)(Cc2ccccc2)CC1	3	10	0	5	9	-11	-5	9	5
56	CCOc1ccc(CNCc2ccccc2Cl)cc1	1	-5	-2	14	-1	7	-4	2	2
57	COc1cc(C(=O)OC(C)C(=O)NC2CCCCC2C)c([N+](=O)[O-])cc1OC (stereo not drawn)	3	6	-2	-1	8	3	1	14	-16
